CHOP inhibitor – inhibitors of CHOP promoter induction, primary screen, cell-based, unfolded protein response, luciferase reporter; CHO-K1 CHOP-promoter luciferase, tunicamycin-induced, 15-18 h; inhibition, % at 10 µM; 220,000 compounds, 3.8% hits;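 active = compounds that reduced the stress-induced luciferase reporter signal by more than about 70% of percent inhibition, limit read from the data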;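 also: 0% = tunicamycin plus vehicle and 100% = wells without tunicamycin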
FXIIa inh – human FXIIa protease inhibitors, primary screen, biochemical, 1536-well | purified FXIIa, Boc-QGR-AMC fluorogenic substrate, 2 h | 220,000 compounds, 0.3% hits | inhibition, % at 5 µM | Coagulation factor XII (Homo sapiens), P00748 | AID 800, 2007; in the data active = inhibition above about 40%;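 also: 0% = enzyme with no compound and 100% = blank without enzyme; many of its hits are not listed in these tables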
Target sequence (P00748 20-372 limits assumed): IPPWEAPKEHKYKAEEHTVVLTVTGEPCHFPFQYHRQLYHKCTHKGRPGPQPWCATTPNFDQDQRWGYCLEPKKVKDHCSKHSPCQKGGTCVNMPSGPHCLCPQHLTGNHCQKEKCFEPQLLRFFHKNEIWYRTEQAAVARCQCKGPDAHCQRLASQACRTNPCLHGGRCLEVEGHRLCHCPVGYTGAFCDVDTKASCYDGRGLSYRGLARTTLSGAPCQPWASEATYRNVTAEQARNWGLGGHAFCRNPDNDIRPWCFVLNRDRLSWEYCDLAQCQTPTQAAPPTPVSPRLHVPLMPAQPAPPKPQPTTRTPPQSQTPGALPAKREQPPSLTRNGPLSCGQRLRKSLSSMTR
Target sequence (P00748 373-615 limits assumed): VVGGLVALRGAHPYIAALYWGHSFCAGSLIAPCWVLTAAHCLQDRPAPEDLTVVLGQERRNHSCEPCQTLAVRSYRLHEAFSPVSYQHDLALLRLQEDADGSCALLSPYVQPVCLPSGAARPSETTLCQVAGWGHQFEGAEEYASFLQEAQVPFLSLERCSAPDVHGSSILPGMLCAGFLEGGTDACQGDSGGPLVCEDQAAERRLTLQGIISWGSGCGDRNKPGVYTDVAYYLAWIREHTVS
TNF necrop inh – inhibitors of TNF-alpha triggered necroptosis, primary screen, cell-based, Jurkat FADD-/-, single concentration. activation (protection from cell death), % at 10 µM. Jurkat FADD-/- TNF necroptosis rescue, ATP luminescence, 24 h; 0 = TNF only, 100 = no-TNF cells. AID 463075, 2010. 220,000 compounds, 0.068% hits;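 active = activation, meaning protection from cell death, of at least 50% relative to plate controls; inactive = activation below 50%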;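 also: necroptosis triggered by 40 ng/mL TNF-alpha added together with compound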
Tb hexokinase – Trypanosoma brucei hexokinase 1 inhibitors, primary screen, biochemical, G6PDH-coupled NADH absorbance, MLSCN library; hexokinase 1 [Trypanosoma brucei]; recombinant TbHK1, G6PDH-coupled NADH A340; inhibition, % at 10 µM; 220,000 compounds, 0.11% hits; AID 1430, 2008;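 active = inhibition of 50% or more in the single-dose primary screen; inactive = inhibition below 50%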
PPC-1+TRAIL kill – compounds killing PPC-1 cancer cells with TRAIL present, primary screen, TRAIL potentiator project, ATPLite luminescence, uHTS; 220,000 compounds, 0.41% hits; cell killing (% activity), % at 4 µM; PPC-1 cells + TRAIL, ATPLite viability luminescence;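 active = cell killing above 50% in the first pass at 4 µM, then a duplicate retest at 5 µM averaging 50% or more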;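 also: plate controls were cells with TRAIL plus DMSO for no effect and medium-only wells lacking cells for full effect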
Wee1 stabilizer – Wee1 degradation inhibitors, primary screen, cell-based, HeLa, Wee1K328M-luciferase, luminescence; HeLa Luc-Wee1K328M stability; 100% = proteasome inhibitor MG132 effect; reporter increase, % at 5 µM; 220,000 compounds, 1.2% hits; Wee1-like protein kinase (Homo sapiens), P30291; AID 1321, 2008;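 active = activation above the mean of all tested compounds plus 3 SD, set per screening run, cut at about 8.8% in these data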;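 also: cells exposed to compound for 20 h before luminescence read; 0% = DMSO alone and 100% = MG132 at 30 µM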
L929 necroptosis – inhibitors of zVAD-triggered necroptosis, primary screen, L929 cells. 220,000 compounds, 0.38% hits. viability rescue, % at 10 µM. L929 zVAD necroptosis rescue, ATP luminescence, 24 h; with zVAD 60 µM;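 active = activation, scaled between plate controls, above about 75%, limit read from the data; inactive = activation under that limit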;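 also: 0% = zVAD with DMSO and 100% = DMSO alone without zVAD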
FXIa inh – human FXIa protease inhibitors, primary screen, biochemical, 1536-well; 220,000 compounds, 0.14% hits; inhibition, % at 5 µM; AID 798, 2007; purified FXIa, Boc-Glu-Ala-Arg-AMC fluorogenic substrate;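 active = inhibition of at least 40%; inactive = inhibition below 40%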;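 also: fluorescence of freed AMC excited at 355 nm; 0% = enzyme without compound and 100% = no enzyme blank; many of its hits are not listed in these tables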
EP2 antag – human EP2 receptor antagonists, primary screen, TR-FRET cAMP, C6 glioma cells; C6 glioma cells expressing human EP2; cells stimulated with saturating PGE2; inhibition, % at 25 µM; 260,000 compounds, 0.52% hits;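 active = percent inhibition above 40 after rounding to a whole number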;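 also: rat C6 glioma host cells with rolipram phosphodiesterase inhibitor present; the protocol text gives 20 µM as final concentration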
Target sequence (P43116 whole entry, looked up): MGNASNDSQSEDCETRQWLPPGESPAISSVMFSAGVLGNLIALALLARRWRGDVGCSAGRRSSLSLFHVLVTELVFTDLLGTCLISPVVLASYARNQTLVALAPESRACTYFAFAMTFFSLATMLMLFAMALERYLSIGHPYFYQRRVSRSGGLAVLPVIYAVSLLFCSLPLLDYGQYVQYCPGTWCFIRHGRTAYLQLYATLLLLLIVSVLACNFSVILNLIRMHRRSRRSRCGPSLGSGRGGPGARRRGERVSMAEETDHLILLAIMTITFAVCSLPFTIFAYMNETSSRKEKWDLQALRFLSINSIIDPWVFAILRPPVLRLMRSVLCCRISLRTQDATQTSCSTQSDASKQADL
* marks the source's active call; other numbers are inactive results; nt = no result given; & = joins results of further samples; [ ] = another dose, or the depositor's remark. Only part of the results is shown; the hit share may differ from the screen's.

structure	L929 necroptosis	PPC-1+TRAIL kill	Wee1 stabilizer	FXIa inh	FXIIa inh	EP2 antag	Tb hexokinase	TNF necrop inh	CHOP inhibitor
COc1cc(CN2CCN(Cc3ccc(SC)cc3)CC2)cc(OC)c1O	2.2	-1	-2	0	8	6	4	0.7	18
N#Cc1cn(CC(=O)NCC2CCCO2)c2ccccc12 (stereo not given)	0.0	3	-1	-7	6	9	-1	-0.8	-4
O=C(Oc1ccc(Cl)cc1N1C(=O)CCC1=O)c1ccco1	0.2	20	-1	6	32	10	-3	-1.4	27
Cc1ccc(NC(=O)c2cc3ccccc3o2)cc1S(=O)(=O)N(C)C	0.7	49[5 µM]	3	4	16	24	-10	-2.5	6
Cc1cc2nc(C3CCN(Cc4nnnn4Cc4ccccc4)CC3)[nH]c2cc1C	-0.5	24	-2	-13	-6	-3	0	-6.2	23
CCC1CO/C(=C(\C(=C(Cl)Cl)N2CCOCC2)[N+](=O)[O-])N1 (stereo not given)	6.3	-5	-2	-6	9	5	-14	0.2	13
Cc1ccc(S(=O)(=O)NCC(=O)N(CC(=O)NCC2CCCO2)Cc2ccco2)cc1 (stereo not given)	-1.0	nt	-1	-1	10	2	8	0.4	11
S=C1NCCOCCOCCNC(=S)N2CCOCCOCCN1CCOCCOCC2	0.2	13	2	6	10	5	-6	0.3	20
COCCCNC(=O)C1CCN(C(=O)Nc2ccc(Cl)cc2)CC1	0.1	7	4	-96	14	8	4	-1.4	9
O=C(N/N=C/c1ccc([N+](=O)[O-])o1)c1cn2ccc3ccccc3c2n1	0.5	8	-1	6	3	6	36	-6.8	19
O=C(CCCN1C(=O)c2ccccc2C1=O)NCc1ccco1	-0.4	1	0	6	9	9	1	-0.7	27
CCSc1nnc(NC(=O)c2nn(C(C)C)c(=O)c3ccccc23)s1	0.4	16	0	-1	13	9	-9	-1.7	6
Cc1nnc(Oc2ccccc2)c2ccccc12	-0.3	3	0	1	11	10	20	-2.1	8
Cc1ccc(S(=O)(=O)N2CCOC2CNC(=O)C(=O)NCCc2c[nH]c3ccccc23)cc1 (stereo not given)	0.7	-3	-1	-5	8	9	-3	-1.8	37
CC1CCN(CC(=O)Nc2cccc(C(=O)Nc3cccc(C(F)(F)F)c3)c2)CC1	4.4	3	-2	3	11	6	16	4.0	44
CC(=O)N/C(=C\c1ccc(F)cc1)C(=O)NC(Cc1ccccc1)C(=O)O (stereo not given)	0.3	-1	-3	-2	1	11	-5	2.4	3
CCn1c(CSc2nnc3ccccn23)nc2cc(C(=O)O)ccc21	0.1	12	-4	5	12	15	1	-1.8	22
COc1ccccc1N1CCN(S(=O)(=O)c2cccs2)CC1	0.3	8	-2	-6	2	7	5	0.1	29
Cc1nc2cc(C(=O)O)ccc2n1-c1ccc(F)cc1F	0.0	-16	0	4	-5	11	-5	-1.2	-14
Cc1ccccc1OCC(=O)NNC(=O)Nc1ccc(Cl)cc1	-0.1	27	5	-2	13	8	4	-17	0
N=C1C(c2nc3ccccc3[nH]2)=C(O)CN1C1CCCCC1	0.0	14	5	4	6	8	6	0.7	-22
COc1ccc(-n2c(-c3cc(-c4ccccc4)sc3N)n[nH]c2=S)cc1	0.0	20	2	1	11	7	-12	-2.6	100*
CCN(CC)CCNC(=O)C(=O)Nc1ccc(C(=O)OC)cc1	0.1	-1	4	4	10	6	-6	-0.6	-6
Cn1c(SCC(=O)NNC(=O)Nc2ccc(Cl)cc2)nnc1-c1ccccc1	-0.1	15	3	2	4	8	1	2.1	-1
Cc1ccc(Nc2n[nH]c(C)c2[N+](=O)[O-])c(C)c1	0.7	32	-3	-5	7	14	-13	1.1	30
Cc1nnc(NC(=O)c2cccc(S(=O)(=O)N3CCc4ccccc43)c2)s1	0.4	-8	-2	-16	-2	6	-9	-0.1	8
O=C1OC(c2cccc([N+](=O)[O-])c2)C2(CCCC2)C(=O)C12CCCCC2 (stereo not given)	1.2	10	3	19	20	4	-1	2.9	19
CN(C)/C=C(/C(=O)c1ccccc1Cl)S(=O)(=O)c1ccccc1	-0.1	nt	-2	nt	nt	7	5	-2.1	nt
CC(C)(C)c1ccc(/C=N/OCC(=O)NCc2ccc(F)cc2)cc1	1.4	3	0	8	11	12	0	-0.8	75*
O=C(Cn1cc(C(F)(F)F)cc(Cl)c1=O)NCCc1ccccc1	-0.2	29	7	17	24	2	0	2.0	-1
Cc1nn(Cc2ccc(Cl)cc2)c(C)c1N	0.0	9	0	-8	6	3	-9	-1.0	8
COc1ccc(SC[C@H](Cc2ccccc2)N2CCN(C)CCC2=O)cc1	-0.2	12	nt	-1	8	13	3	1.8	5
Clc1ccc(Cn2ccc(-c3ccc4c(c3)OCO4)n2)cc1Cl	0.2	10	0	3	-6	3	11	-0.6	36
Cc1c(NC(=S)NC(=O)c2sc3ccccc3c2Cl)cccc1C(=O)O	2.0	4	4	-6	5	10	-10	0.8	-4
CC(=O)NC(=O)c1ccc(-c2ccc(Cl)cc2)o1	0.5	11	2	5	9	2	-30	0.1	10
COc1ccc(CN(C2CCCC2)S(=O)(=O)c2ccc(-n3cnnn3)cc2)cc1OC	-0.2	29	-3	-9	-3	19	0	-0.8	32
Cc1c(Br)c(=O)oc2c(Br)c(O)ccc12	0.2	-11	-3	-6	2	8	-7	0.3	11
Cc1nnc(NC(=O)c2cccc(S(=O)(=O)N3CCOCC3)c2)s1	0.5	-3	4	2	18	9	-15	1.3	26
COc1ccc(C2/C=C\CN(S(=O)(=O)c3ccc4ccccc4c3)CC(=O)N2Cc2ccc(F)cc2)cc1 (stereo not given)	-0.7	23	nt	1	4	24	-11	-0.9	0
CCS(=O)(=O)c1ccc2oc(SCC(=O)NCCc3ccc(F)cc3)nc2c1	0.2	21	3	2	13	3	9	0.3	8
CC(=O)c1cccc(NC(=O)Cn2nc(-c3ccccc3Cl)ccc2=O)c1	0.6	0	11*	-5	5	9	1	0.6	20
CC(C)(C)NC(=O)NC(=O)CN1CCN(c2ccc(O)cc2)CC1	0.1	1	8	-2	4	5	1	-3.8	10
Cc1cc(C)n(-c2nc3sc4c(c3c3nnc(SCC(N)=O)n23)CC(C)(C)OC4)n1	-0.1	12	0	-6	-2	21	-20	-0.8	13
COc1ccccc1C(=O)Nc1cccc(NC(C)=O)c1	2.3	1	3	-6	7	7	0	-0.6	31
Cn1c(SCC(=O)N2c3ccccc3CCc3ccccc32)nnc1-c1ccc(O)cc1	-0.2	14	1	5	13	9	24	-0.3	20
CCCNc1cc(=S)nc(N)[nH]1	1.1	17	6	5	13	5	-4	0.7	1
COc1ccc2oc(=N)c(C(=O)Nc3ccccc3)cc2c1	1.4	17	4	1	15	14&17	-3	-4.8	0
N#Cc1ccc(C(=O)N2CCN(S(=O)(=O)c3ccc(Br)s3)CC2)cc1	1.1	27	2	-1	9	13	-4	2.1	25
CCc1nc(CN2CCN(c3cc(C(F)(F)F)ccn3)CC2)c(C)[nH]1	0.7	3	0	-4	4	8	-3	-2.4	4
CCCC(=O)Nc1ccc(NC(=O)c2ccccc2)nc1	-0.1	41	10*	-2	6	12&7	-5	2.4	-12
Cc1cc(-c2nnc(CCC(=O)N(C)Cc3ccsc3)o2)no1	1.0	-9	2	-4	7	4	-4	-0.8	-14
N#Cc1c(NCCN)nc(-c2ccco2)c2c1CCCC2	66	-33	0	-5	-17	11	-19	5.0	105*
Cc1ccc(NC(=O)N(Cc2nc3ccccc3c(=O)[nH]2)Cc2cccs2)cc1	0.5	4	-3	-5	0	8	-2	3.8	27
CCOC(=O)C1=C(C)NC(=O)NC1c1ccc([N+](=O)[O-])o1 (stereo not given)	-1.0	-11	0	2	5	5	-29	-0.1	7
Cc1c(C(=O)OC(C)C(C)C[N+](C)(C)C)oc2ccccc12 (stereo not given)	-0.5	2	0	-12	9	10&2	4	-1.2	23
COc1ccc(N2CCCn3c2nc2c3c(=O)n(Cc3ccc(C)cc3)c(=O)n2C)c(OC)c1	0.2	-14	-3	11	54*	5	-5	0.6	10
COc1ccc(N(CC(=O)Nc2ccc3c(c2)OCCO3)S(=O)(=O)c2c(C)noc2C)cc1	1.1	13	-1	11	26	nt	3	-3.3	60
CCOc1ccc2nc(N/C(N)=N/C(=S)Nc3cccc(OC)c3)nc(C)c2c1	1.8	-5	0	2	8	11	-41	-14	-17
Cn1cccc1Cc1nnc(SCC(=O)Nc2ccccc2F)n1-c1ccc(F)cc1	0.8	14	5	8	23	5	0	-0.7	29
CCn1c(=O)n(CC(=O)NCc2ccccc2OC)c(=O)c2ccccc21	0.0	6	2	-7	10	7	-3	-3.1	34

(more compounds)
structure	L929 necroptosis	PPC-1+TRAIL kill	Wee1 stabilizer	FXIa inh	FXIIa inh	EP2 antag	Tb hexokinase	TNF necrop inh	CHOP inhibitor
Cc1ccc2c(c1)-c1c(ssc1=S)C(C)(C)N2C(=O)CSc1nncn1C	-0.2	6	0	-1	21	14	-8	-9.7	31
Cc1ccc(NS(=O)(=O)c2cccc(C(=O)NCC3(N(C)C)CCCCC3)c2)cc1	0.5	8	-2	9	7	6	1	3.9	-1
CSc1cc(C)[nH]c(=O)n1	2.4	4	2	-6	13	4	0	-0.2	7
O=P(O)(O)COc1ccccc1P(=O)(c1ccccc1)c1ccccc1	0.8	8	-2	2	11	15	-2	0.6	-3
CCn1cc(Br)c(C(=O)Nc2ccccc2C(=O)OC)n1	14	5	1	-4	nt	7	-3	-2.7	15
O=C(CN1C(=O)NC2(CCCCC2)C1=O)NC1CCCc2ccccc21 (stereo not given)	1.8	-4	0	2	6	5	-5	2.0	11
O=C(CCCN=C1NS(=O)(=O)c2ccccc21)OCC(=O)N1CCc2ccccc21	-0.2	-13	0	-5	0	13	-7	-1.0	-8
CCOC(=O)/C=C1\SCC(=O)N1CCOc1cccc(Br)c1	-0.9	16	5	0	27	nt	7	0.5	36
N#C/C(=C/c1ccc(Oc2ccc([N+](=O)[O-])cn2)cc1)C(=O)N1CCOCC1	0.7	14	0	10	16	5	16	4.8	-16
Oc1ccc(/C=N/n2cc(-c3ccccc3)[nH]c2=S)cc1	1.1	19	-2	2	8	6	-19	-1.7	9
COc1cccc(CNn2cnnc2)c1O	2.3	19	0	3	13	6&0	-2	0.0	1
CCSc1nnc(NC(=O)CSc2nc3c(cc2C#N)CCCC3)s1	0.1	31	-3	-6	-4	9	-1	-0.5	-19
S=c1[nH]c2ccc(Cl)cc2s1	0.5	2	2	2	5	1	-9	-2.3	-12
COc1ccc(C(=O)COC(=O)CCn2nnc(-c3cccc(O)c3OC)n2)cc1	-0.1	20	0	6	5	11	1	-0.4	0
